Screening data from PubChem.
S1P4 ag – S1P4 receptor agonists, primary screen, cell-based; S1P4-expressing cell line, agonist reporter assay; activation, % at 4.98 µM; 220,000 compounds, 0.35% hits; in the data active = activation above about 11%;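 also: 0% = DMSO vehicle and 100% = reference agonist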
S1P4 antagonist – S1P4 receptor antagonists, primary screen, cell-based | inhibition, % at 4.98 µM | S1P4-expressing cells, antagonist mode, reporter read-out | 220,000 compounds, 0.26% hits | Sphingosine 1-phosphate receptor 4 (Homo sapiens), O95977; in the data active = inhibition above about 29%;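 also: 0% = wells stimulated with agonist and 100% = vehicle wells without agonist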
Ba/F3 V617F tox – reduced viability of JAK2V617F-dependent Ba/F3 cells, primary screen, JAK2V617F inhibitor project, cell-based, Ba/F3 EpoR-JAK2V617F, luminescence; inhibition, % at 5.6 µM; ATP luminescence; 220,000 compounds, 1.1% hits;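 active = inhibition above the campaign mean plus 3 SD over all tested compounds, cut at about 24% in these data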;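 also: cytokine-independent growth of Ba/F3 cells driven by EpoR plus mutant JAK2; 0% = DMSO-treated cells and 100% = JAK inhibitor I control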
eIF4E 4G PPI – eIF4E–eIF4G protein interaction inhibitors, primary screen, biochemical, uHTS, TR-FRET, eIF4GI fragment; Eukaryotic translation initiation factor 4E (Mus musculus) + Eukaryotic translation …; TR-FRET eIF4E-eIF4GI(517-606) binding, 2 h; inhibition, % at 21.7 µM; 220,000 compounds, 0.37% hits;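 active = inhibition above about 30%, limit read from the data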;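 also: 0% = full FRET control wells and 100% = background wells lacking eIF4GI fragment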
PERK inhibitor – block of dimerizer-induced PERK translation repression, primary screen, PERK inhibitor project, CHO PERK-DD cells, SEAP luminescence, HTS. Eukaryotic translation initiation factor 2-alpha kinase 3 (Homo sapiens), Q9NZJ5. CHO PERK-DD fusion, SEAP luminescence translation reporter. inhibition, % at 5.6 µM. 220,000 compounds, 0.17% hits. AID 1416, 2008;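 active = inhibition above the mean inhibition of all tested compounds plus 3 SD, set separately per screening campaign, cut at about 2.9% in these data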;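 also: PERK kinase domain activated by AP20187 dimerizer at 100 nM; 0% = DMSO with dimerizer and 100% = rapamycin at 8.4 µM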
NPY-Y2 PAM-ag – NPY-Y2 potentiators or agonists, primary screen, cell-based. Neuropeptide Y receptor type 2 (Homo sapiens), P49146. cells expressing NPY-Y2, potentiator/agonist read-out. activation, % at 3.6 µM. 220,000 compounds, 0.45% hits; in the data active = activation above about 27%;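 also: cells stimulated with NPY near EC25 plus isoproterenol at EC100; 0% = vehicle plus submaximal agonist and 100% = vehicle plus saturating agonist; some results beyond the cut were filed as inactive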
MDM2 E3 inh – MDM2-luciferase reporter signal enhancers, primary screen, MDM2 E3 ligase inhibitor project, cell-based, luminescence, 1536-well; AID 1230, 2008; signal enhancement, % at 5 µM; E3 ubiquitin-protein ligase Mdm2 (Homo sapiens), Q00987; 210,000 compounds, 0.11% hits; cell-based MDM2 ubiquitination luciferase reporter, 2 h; 0 = plate control, 100 = twice control, blank-subtracted;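 active = signal enhancement of 30% or more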;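 also: luminescence tracks abundance of the self-degrading MDM2-luciferase fusion protein; higher signal means inhibition of MDM2 E3 ligase activity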
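Test system: mammalian cells stably expressing self-ubiquitinating, self-degrading MDM2 E3–luciferase fusion; Amount: 2000 cells in each well; Medium: DMEM; Schedule: 4 h settle plus 2 h compound, 37 °C; Technique: SteadyLite luciferase luminescence after 15 min room-temperature reagent incubation; Benchmarks: plate control and blank wells.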
Wee1 degr inh – Wee1 degradation inhibitors, primary screen, cell-based, HeLa, Wee1K328M-luciferase, luminescence; Wee1-like protein kinase (Homo sapiens), P30291; HeLa Luc-Wee1K328M stability; 100% = proteasome inhibitor MG132 effect; reporter increase, % at 5 µM; 220,000 compounds, 1.2% hits;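 active = activation above the mean of all tested compounds plus 3 SD, set per screening run, cut at about 8.8% in these data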;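 also: cells exposed to compound for 20 h before luminescence read; 0% = DMSO alone and 100% = MG132 at 30 µM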
BaF3 parental – parental Ba/F3 cell viability inhibition, counter-screen for JAK2V617F inhibitor project, murine pro-B, CellTiter-Glo luminescence; CellTiter-Glo ATP luminescence; inhibition, % at 5.6 µM; 220,000 compounds, 1.1% hits;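 active = inhibition above a per-campaign cutoff, the mean inhibition of all tested compounds plus 3 SD, cut at about 27% in these data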;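 also: 0% = DMSO wells and 100% = JAK Inhibitor I control wells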
An asterisk follows results filed as active.

How did O=Nc1c2ccc[nH]c-2c2ccc([N+](=O)[O-])cc12 do in these assays?
S1P4 ag: -0.3; S1P4 antagonist: -9; Ba/F3 V617F tox: 1; eIF4E 4G PPI: 4; PERK inhibitor: 1.0; NPY-Y2 PAM-ag: 17; MDM2 E3 inh: -17; Wee1 degr inh: -3; BaF3 parental: 6

What do the screens show for `O=C(Oc1ccc(N(Cc2cccs2)C2=NS(=O)(=O)c3ccccc32)cc1)c1ccccc1`?
S1P4 ag: -1.2; S1P4 antagonist: 0; Ba/F3 V617F tox: -5; eIF4E 4G PPI: -46; PERK inhibitor: 0.5; NPY-Y2 PAM-ag: 3; MDM2 E3 inh: -7; Wee1 degr inh: -1; BaF3 parental: 0

Results for COc1ccc2c(c1)C1=C(CC2)C(c2ccc(C)cc2)NC(=S)N1 (centres undefined) ?
S1P4 ag: 1.4; S1P4 antagonist: -15; Ba/F3 V617F tox: 2; eIF4E 4G PPI: 2; PERK inhibitor: 0.1; NPY-Y2 PAM-ag: 9; MDM2 E3 inh: 0; Wee1 degr inh: 3; BaF3 parental: 4

Results for O=C(O)c1ccc(-c2ccccc2)[nH]1 ?
S1P4 ag: -1.1; S1P4 antagonist: 5; Ba/F3 V617F tox: -2; eIF4E 4G PPI: 3; PERK inhibitor: 0.1; NPY-Y2 PAM-ag: -24; MDM2 E3 inh: -16; Wee1 degr inh: 1; BaF3 parental: -1

Results for CCc1nnc(NC(=O)CSc2nc(-c3ccc(OC)cc3)ns2)s1 ?
S1P4 ag: 1.0; S1P4 antagonist: 6; Ba/F3 V617F tox: 0; eIF4E 4G PPI: -9; PERK inhibitor: 0.6; NPY-Y2 PAM-ag: 0; MDM2 E3 inh: -16; Wee1 degr inh: 2; BaF3 parental: 3

Results for COc1cc(OC)cc(C(=O)N[C@H](C(=O)Nc2nc3ccc(S(C)(=O)=O)cc3s2)C(C)C)c1 ?
S1P4 ag: 1.0; S1P4 antagonist: -18; Ba/F3 V617F tox: 2; eIF4E 4G PPI: 0; PERK inhibitor: -0.9; NPY-Y2 PAM-ag: 8; MDM2 E3 inh: -6; Wee1 degr inh: -2; BaF3 parental: 3

How did O=C(Nc1ccc(F)cc1)c1nc[nH]c1C(=O)Nc1ccc([N+](=O)[O-])cc1 do in these assays?
S1P4 ag: 2.1; S1P4 antagonist: -17; Ba/F3 V617F tox: -2; eIF4E 4G PPI: 13; PERK inhibitor: 1.3; NPY-Y2 PAM-ag: 2; MDM2 E3 inh: -1; Wee1 degr inh: 1; BaF3 parental: 2

What do the screens show for `CSCC(CO)NS(=O)(=O)c1ccc(C)cc1` (centres undefined)?
S1P4 ag: 0.5; S1P4 antagonist: 9; Ba/F3 V617F tox: 1; eIF4E 4G PPI: 4; PERK inhibitor: 2.9*; NPY-Y2 PAM-ag: 12; MDM2 E3 inh: -1; Wee1 degr inh: 3; BaF3 parental: -2

Results for CC(=O)N1CCN(C(=S)NC(=O)c2ccc(S(=O)(=O)N3CCOCC3)cc2)CC1 ?
S1P4 ag: 3.4; S1P4 antagonist: 12; Ba/F3 V617F tox: 4; eIF4E 4G PPI: -1; PERK inhibitor: 0.5; NPY-Y2 PAM-ag: -23; MDM2 E3 inh: -12; Wee1 degr inh: -1; BaF3 parental: 7

What do the screens show for `Cc1ccc2c(c1)[C@@H]1CN(C)CC[C@@H]1N2S(=O)(=O)c1ccc(F)cc1`?
S1P4 ag: -0.6; S1P4 antagonist: 8; Ba/F3 V617F tox: -2; eIF4E 4G PPI: 0; PERK inhibitor: -0.1; NPY-Y2 PAM-ag: -19; MDM2 E3 inh: -7; Wee1 degr inh: 1; BaF3 parental: 10

How did Cc1ccc(S(=O)(=O)Oc2ccccc2/C=N/N=C(N)N)cc1 do in these assays?
S1P4 ag: -0.8; S1P4 antagonist: -7; Ba/F3 V617F tox: 2; eIF4E 4G PPI: 0; PERK inhibitor: -0.6; NPY-Y2 PAM-ag: -2; MDM2 E3 inh: 0; Wee1 degr inh: -1; BaF3 parental: 4

How did S=c1nc(C2COc3ccccc3O2)[nH][nH]1 (centres undefined) do in these assays?
S1P4 ag: 0.2; S1P4 antagonist: -19; Ba/F3 V617F tox: -2; eIF4E 4G PPI: 6; PERK inhibitor: -0.5; NPY-Y2 PAM-ag: -11; MDM2 E3 inh: -8; Wee1 degr inh: 2; BaF3 parental: 2

What do the screens show for `CCN1C(=O)/C(=C/C=C2/CCCN2C)OC1=S`?
S1P4 ag: -0.9; S1P4 antagonist: -4; Ba/F3 V617F tox: -3; eIF4E 4G PPI: 3; PERK inhibitor: 1.9; NPY-Y2 PAM-ag: 2; MDM2 E3 inh: 5; Wee1 degr inh: 3; BaF3 parental: 8

What do the screens show for `O=Cc1nc(-c2ccccc2Cl)n2ccccc12`?
S1P4 ag: -0.4; S1P4 antagonist: -8; Ba/F3 V617F tox: -3; eIF4E 4G PPI: -2; PERK inhibitor: 1.3; NPY-Y2 PAM-ag: 5; MDM2 E3 inh: -19; Wee1 degr inh: 0; BaF3 parental: 3

What do the screens show for `CC(C)Cn1nc(NC(=O)C2CCCO2)c2cc3ccccc3nc21` (centres undefined)?
S1P4 ag: 0.5; S1P4 antagonist: -12; Ba/F3 V617F tox: 1; PERK inhibitor: -1.4; NPY-Y2 PAM-ag: 28; MDM2 E3 inh: -13; Wee1 degr inh: 0; BaF3 parental: 0

What do the screens show for `COc1cccc(NC(=S)N2CCCC2c2ccc(OC)c(OC)c2)c1` (centres undefined)?
S1P4 ag: -0.8; S1P4 antagonist: -9; Ba/F3 V617F tox: -1; eIF4E 4G PPI: 0; PERK inhibitor: 0.5; NPY-Y2 PAM-ag: 7; Wee1 degr inh: -1; BaF3 parental: 6

How did COc1ccc(OCC(=O)Nc2ccc(N3CCC(C)CC3)cc2)cc1 do in these assays?
S1P4 ag: 0.4; S1P4 antagonist: 4; Ba/F3 V617F tox: -2; eIF4E 4G PPI: 0; PERK inhibitor: -0.3; NPY-Y2 PAM-ag: -6; MDM2 E3 inh: -6; Wee1 degr inh: 4; BaF3 parental: -2

What do the screens show for `Fc1ccc(NC(=S)NCCc2ccc(Cl)cc2)cc1`?
S1P4 ag: -0.4; S1P4 antagonist: -3; Ba/F3 V617F tox: 0; eIF4E 4G PPI: 13; PERK inhibitor: 0.2; NPY-Y2 PAM-ag: 2; MDM2 E3 inh: 2; Wee1 degr inh: 6; BaF3 parental: 5

What do the screens show for `COc1ccc(CNC(=O)C2=C(C)C(=O)OC23CCC(C)CC3)cc1` (centres undefined)?
S1P4 ag: 0.7; S1P4 antagonist: 5; Ba/F3 V617F tox: 2; eIF4E 4G PPI: 1; PERK inhibitor: 0.5; NPY-Y2 PAM-ag: -12; MDM2 E3 inh: -6; Wee1 degr inh: 0; BaF3 parental: 5

What do the screens show for `Cc1ccc(C(=O)N2CCCC(CCC(=O)N3CCN(c4ccccn4)CC3)C2)s1` (centres undefined)?
S1P4 ag: 0.3; S1P4 antagonist: 1; Ba/F3 V617F tox: -3; eIF4E 4G PPI: 1; PERK inhibitor: -0.9; NPY-Y2 PAM-ag: 4; MDM2 E3 inh: -1; Wee1 degr inh: 1; BaF3 parental: 2

How did O=C(O)C1=C[C@@H](c2ccc(Br)cc2)C[C@@H](OCc2ccc(CO)cc2)O1 do in these assays?
S1P4 ag: -0.4; S1P4 antagonist: 5; Ba/F3 V617F tox: 0; eIF4E 4G PPI: -1; PERK inhibitor: 1.8; NPY-Y2 PAM-ag: -11; Wee1 degr inh: -2; BaF3 parental: -4

Results for COC(=O)Nc1ccc(S(=O)(=O)N2CCCCC2C(=O)O)cc1 (centres undefined) ?
S1P4 ag: 0.2; S1P4 antagonist: -16; Ba/F3 V617F tox: -3; eIF4E 4G PPI: 2; PERK inhibitor: 1.0; NPY-Y2 PAM-ag: 4; MDM2 E3 inh: -15; Wee1 degr inh: 4; BaF3 parental: 5

How did O=C1NC(=O)C2(CCC(C(=O)O)C2)N1 (centres undefined) do in these assays?
S1P4 ag: 0.8; S1P4 antagonist: -5; Ba/F3 V617F tox: -1; eIF4E 4G PPI: -1; PERK inhibitor: 0.8; NPY-Y2 PAM-ag: -7; MDM2 E3 inh: -3; Wee1 degr inh: -1; BaF3 parental: -3

What do the screens show for `CC1CCCN(S(=O)(=O)c2ccc(NC(=O)Cn3nnc(-c4ccccc4F)n3)cc2)C1` (centres undefined)?
S1P4 ag: -1.7; S1P4 antagonist: -19; Ba/F3 V617F tox: -1; eIF4E 4G PPI: -12; PERK inhibitor: -1.4; NPY-Y2 PAM-ag: 18; MDM2 E3 inh: -6; Wee1 degr inh: -2; BaF3 parental: 0

How did CC(C)(C)n1nc2c(c1NC(=O)c1ccc(S(=O)(=O)N3CCCCC3)cc1)CS(=O)C2 (centres undefined) do in these assays?
S1P4 ag: 1.4; S1P4 antagonist: -5; Ba/F3 V617F tox: 1; eIF4E 4G PPI: -4; PERK inhibitor: 0.4; NPY-Y2 PAM-ag: 10; MDM2 E3 inh: -11; Wee1 degr inh: -4; BaF3 parental: 6

Results for CCOC(=O)c1sc(=S)n(-c2ccc(OC)cc2)c1N ?
S1P4 ag: 3.1; S1P4 antagonist: -12; Ba/F3 V617F tox: 2; eIF4E 4G PPI: -8; PERK inhibitor: 1.6; NPY-Y2 PAM-ag: 8; MDM2 E3 inh: 0; Wee1 degr inh: 3; BaF3 parental: 1

How did CC1(C)Cc2c(C#N)c(N3CCN(C(=O)c4ccco4)CC3)nc(Cc3ccccc3)c2CO1 do in these assays?
S1P4 ag: -2.1; S1P4 antagonist: -1; Ba/F3 V617F tox: -3; eIF4E 4G PPI: -9; PERK inhibitor: -1.3; NPY-Y2 PAM-ag: 6; MDM2 E3 inh: -17; Wee1 degr inh: 4; BaF3 parental: 2

Results for Cc1ccc(Sc2ccc([N+](=O)[O-])cc2[N+](=O)[O-])nc1 ?
S1P4 ag: 2.2; S1P4 antagonist: -26; Ba/F3 V617F tox: 4; eIF4E 4G PPI: -6; PERK inhibitor: -0.4; NPY-Y2 PAM-ag: 4; MDM2 E3 inh: -40; Wee1 degr inh: 1; BaF3 parental: 5

What do the screens show for `CCCOc1cccc(C(=O)N(Cc2ccco2)C2CCS(=O)(=O)C2)c1` (centres undefined)?
S1P4 ag: 0.1; S1P4 antagonist: -5; Ba/F3 V617F tox: 1; eIF4E 4G PPI: -2; PERK inhibitor: -0.3; NPY-Y2 PAM-ag: -7; MDM2 E3 inh: -16; Wee1 degr inh: -2; BaF3 parental: -1
